MrgX1 PAM: human MrgX1 positive allosteric modulation, primary screen | MrgX1-HEK293, Fluo-4 calcium flux, FDSS; hits give high values | B-score at 10 µM | 0.63% of 310,000 active | Q96LB2 | AID 588675;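 active = plate-corrected calcium response at least 3 library SD above typical, normal starting fluorescence, not activating the receptor alone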;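 note: compound read alongside a low EC10 to EC30 dose of BAM8-22 agonist; peak minus trough fluorescence over baseline measured at the second addition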
PolyA inh: blocks polyadenylation in yeast reporter cells; S. cerevisiae SKY197-pL101 polyadenylation reporter, beta-gal luminescence; efflux-impaired pdr1/pdr3 knockout yeast; score 100 = 6 SD above DMSO; AID 1875; 0.02% of 300,000 active; calls only at 12 µM;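 active = lowest replicate activity score at least 50, where 100 means six control SD above control mean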;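 note: yeast exposed to compound for 9 h at 30 °C; higher score means more reporter readthrough which indicates perturbed polyadenylation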
AI-2 QS modul: Vibrio harveyi AI-2 quorum sensing modulation | Vibrio harveyi JMH597 AI-2 luminescence/OD600 ratio, 9 h; hits give low values; strain lacks LuxN and CqsS sensors; 0 = neutral-control median | activity change, % at 7.5 µM | 0.4% of 300,000 active | AID 2094; in the data active = activity change below about -75%, passing the limit was not always enough;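 note: luminescence divided by OD600 gain over 9 h not by final OD600 alone; inactives centre near 13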
MrgX1 antagonist: antagonists of human MrgX1 receptor; 1.3% of 310,000 active; B-score at 10 µM; Q96LB2; MRGX1-HEK293 calcium flux, Fluo-4, BAM8-22 antagonism; hits give low values;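 active = calcium-response B-score plate-corrected more than 3 library SD below zero, starting fluorescence within 5 deviations, no agonist response on first addition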;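 note: peak minus trough fluorescence over baseline after final BAM8-22 challenge near maximal dose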
TRPC4 agonist: TRPC4 (mouse) channel activation; 0.49% of 310,000 active; HEK293 TRPC4beta/mu-opioid, Fluo4 calcium fluorescence; hits give high values; Q9QUQ5; B-score at 10 µM;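 active = B-score above 5 SD of library B-scores, and initial fluorescence ratio not above library mean plus 5 SD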;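 note: positive B-score marks a calcium rise read as TRPC4 activation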
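Assay system: HEK293 cells stably co-expressing mouse TRPC4beta and mu-opioid receptor / Timing: Fluo4 dye loading 45 min at room temperature, 110 s recording / Signal: Fluo4 calcium-sensitive dye fluorescence, kinetic, 1 Hz baseline / Read-out: integrated baseline-normalised fluorescence ratio, converted to per-well B score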
TRPC4 PAM: TRPC4 (mouse) allosteric potentiation; AID 2227; B-score at 10 µM; HEK293 TRPC4beta/mu-opioid, DAMGO EC20, Fluo-4 Ca2+ flux; hits give high values; Q9QUQ5; 0.42% of 310,000 active;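 active = B-score of calcium response area above 5 SD of library B-scores, with initial fluorescence ratio within 5 SD of library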;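 note: B-score of integrated fluorescence ratio over time as area under calcium response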
TRPC6 inh: mouse TRPC6 channel inhibition. HEK293-TRPC6, membrane potential dye, ACh-evoked depolarization; hits give low values. B-score at 10 µM. 1.1% of 310,000 active;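 active = B-score under library mean minus 3 SD, initial fluorescence not abnormally high, positive integrated signal ratio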;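 note: B-score derived from integrated fluorescence ratio over the kinetic read; more negative B-score means stronger inhibition of depolarization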
Target sequence (Q61143 whole entry, looked up): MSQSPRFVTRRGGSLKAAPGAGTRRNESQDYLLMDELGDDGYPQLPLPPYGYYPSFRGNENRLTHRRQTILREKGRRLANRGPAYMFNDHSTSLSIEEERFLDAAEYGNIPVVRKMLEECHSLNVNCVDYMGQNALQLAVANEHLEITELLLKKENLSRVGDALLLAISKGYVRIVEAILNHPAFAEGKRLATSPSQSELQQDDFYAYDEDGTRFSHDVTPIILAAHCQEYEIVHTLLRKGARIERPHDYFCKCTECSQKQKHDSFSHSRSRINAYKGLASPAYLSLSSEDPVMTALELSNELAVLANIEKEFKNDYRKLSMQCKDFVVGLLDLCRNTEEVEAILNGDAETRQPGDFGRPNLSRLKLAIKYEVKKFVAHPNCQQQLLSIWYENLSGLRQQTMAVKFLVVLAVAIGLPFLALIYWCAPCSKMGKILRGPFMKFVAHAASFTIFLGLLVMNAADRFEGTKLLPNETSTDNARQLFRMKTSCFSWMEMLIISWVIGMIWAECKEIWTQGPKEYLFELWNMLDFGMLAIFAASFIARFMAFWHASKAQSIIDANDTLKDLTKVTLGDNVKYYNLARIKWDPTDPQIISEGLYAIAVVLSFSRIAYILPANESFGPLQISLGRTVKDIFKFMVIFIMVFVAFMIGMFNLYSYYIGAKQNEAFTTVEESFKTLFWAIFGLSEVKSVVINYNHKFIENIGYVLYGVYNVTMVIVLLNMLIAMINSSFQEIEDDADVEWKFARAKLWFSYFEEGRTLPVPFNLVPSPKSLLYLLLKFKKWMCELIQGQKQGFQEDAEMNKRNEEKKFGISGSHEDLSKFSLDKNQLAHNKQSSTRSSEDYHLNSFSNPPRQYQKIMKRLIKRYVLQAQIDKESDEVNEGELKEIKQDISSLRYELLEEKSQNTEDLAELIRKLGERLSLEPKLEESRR
TRPC6 act: activates the mouse TRPC6 cation channel; HEK293-TRPC6 membrane potential dye fluorescence; hits give high values; B-score at 10 µM; 0.13% of 310,000 active; AID 2550;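 active = B-score of the integrated fluorescence ratio above library mean plus 3 SD, and starting fluorescence ratio within library mean plus 5 SD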;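 note: higher score means more depolarization so channel activation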
HIF act: HIF pathway transcriptional activation | U2OS HRE-luciferase reporter, luminescence; normalized: DMSO 0%, desferrioxamine 100% | activation, % at 7.5 µM (by protocol) | 0.32% of 300,000 active | AID 1910;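 active = mean activation of at least 10% of the iron chelator positive control signal, with at least half of replicates also reaching 10%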
MrgX1 agonist: activates human MrgX1 receptor signaling; MrgX1-HEK293 cells, Fluo-4 calcium fluorescence, agonist mode; hits give high values; B-score at 10 µM; 0.44% of 310,000 active;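 active = calcium response B-score plate-corrected fluorescence ratio at least 3 library SD, with starting fluorescence B-score inside 5 SD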
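times = overnight plating, then 30 min 37 °C plus 30 min room-temperature dye loading | assay system = stable human MrgX1 HEK293 cell line | input = fifteen thousand cells per well | signal = kinetic calcium dye fluorescence, Fluo-4 NW | dosing = compound delivered in addition one of three | read-out = B-scored fluorescence response ratio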
TRPC4 inh: TRPC4 (mouse) channel inhibition | HEK293 TRPC4beta/mu-opioid, DAMGO-evoked Fluo4 calcium flux; hits give low values | AID 2247 | B-score at 10 µM | Q9QUQ5 | 0.39% of 300,000 active;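 active = B-score over 3 SD under the library average, no early fluorescence shift, positive overall ratio signal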
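Assay system: TRPC4beta/mu-opioid receptor HEK293 cell line; compound dosing: single concentration per test compound; detection: Fluo4 Ca2+ flux fluorescence; evaluation: per-well B score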
An asterisk follows results filed as active; i = inactive. A portion of the library (hit frequency here may not be typical).

Below each SMILES – MrgX1 PAM, PolyA inh, AI-2 QS modul, MrgX1 antagonist, TRPC4 agonist, TRPC4 PAM, TRPC6 inh, TRPC6 act, HIF act, MrgX1 agonist, TRPC4 inh
O=C(CCC(=O)N(CC(=O)NC1CCCC1)Cc1ccc(F)cc1)Nc1nccs1
 : i, i, 23, i, i, i, i, i, -0.2, i, i
CS(=O)(=O)N(Cc1ccc(F)cc1)Cc1nc2ccccc2c(=O)[nH]1
 : i, i, 12, i, i, i, i, i, -0.3, i, i
Cc1cc(C)c(C#N)c(Nc2cccc(Br)c2)n1
 : i, i, 3, i, i, i, i, i, -0.2, i, i
O=C(Nc1ccc(Cl)cn1)c1cccc(S(=O)(=O)N2CCOCC2)c1
 : i, i, 24, i, i, i, i, i, -0.2, i, i
CC(C)(C)c1ccc(OCCNC(=O)c2ncn[nH]2)cc1
 : i, i, 24, i, i, i, i, i, 1.1, i, i
CCN(CC)C(=O)c1ccc(NS(=O)(=O)c2ccc(/C=C/C(=O)O)cc2)cc1
 : i, i, 9, i, i, i, i, i, 0.0, i, i
CCOc1ccc(C(=O)c2cc([N+](=O)[O-])ccc2Cl)cc1
 : i, i, 24, i, i, i, i, i, 0.5, i, i
CCC(=O)N1CCN(c2ccc(Cl)cc2NC(=O)c2cccc([N+](=O)[O-])c2)CC1
 : i, i, 9, i, i, i, i, i, -0.5, i, i
COC(=O)c1ccc(COc2ccc(C(=O)c3ccccc3)cc2)o1
 : i, i, 15, i, i, i, i, i, -0.3, i, i
Cc1ccccc1S(=O)Cc1ccc(C(=O)NCCN2CCOCC2)o1 (configuration not stated)
 : i, i, -4, i, i, i, i, i, -0.5, i, i
Cc1ccc(OCC(=O)N2CCCCCCC2)cc1C
 : i, i, 8, i, i, i, i, i, 2.7, i, i
N#Cc1ccccc1CSc1nc(N2CCCCC2)nc(N2CCCCC2)n1
 : i, i, 14, i, i, i, i, i, -0.3, i, i
O=C(NNS(=O)(=O)c1ccc(Br)cc1)c1sccc1-n1cccc1
 : i, i, 33, i, i, i, i, i, 0.2, i, i
CC(C)(C)N(Cc1nc(-c2ccccc2)no1)C(=O)c1ccc2c(c1)OCO2
 : i, i, 12, i, i, i, i, i, 0.0, i, i
O=C(NCCN1CCOCC1)c1cc(-c2cccs2)nc2ccccc12
 : i, i, 9, i, i, i, i, i, -0.2, i, i
CCOc1cc(/C=N/N2CCOCC2)ccc1OCc1ccc(C(=O)OC)o1
 : i, i, 28, i, i, i, i, i, 0.1, i, i
CCOC(=O)C1=C(N)N(c2ccccc2)C2=C(C(=O)CCC2)C1c1cccnc1 (configuration not stated)
 : i, i, 0, i, i, i, i, i, 0.7, i, i
COc1ccc(/C=N/N=C(\N)c2nonc2N)cc1OC
 : i, i, 23, i, i, i, i, i, 4.1, i, i
O=C(CCNC(=O)c1ccccc1Cl)Nc1nc(-c2ccc(F)cc2)cs1
 : i, i, 13, -5.5*, i, i, i, i, -0.4, i, i
Cn1c(C(=O)c2ccccc2)nc2ccccc21
 : i, i, 7, i, i, i, i, i, 3.1, i, i
COc1ccc(CC(=O)Nc2ccc(-c3noc(COc4ccccc4C)n3)cc2)cc1
 : i, i, 5, i, i, i, i, i, 0.7, i, i
O=C(O)CCC(=O)CCC(=O)c1ccccc1
 : i, i, 23, i, i, i, i, i, 0.0, i, i
NC(=S)N/N=C/c1cccc(Br)c1
 : i, i, 10, i, i, i, i, i, 0.1, i, i
CCCCN(C(=O)c1cccc(S(=O)(=O)N2CCOCC2)c1)c1c(N)n(CCC)c(=O)[nH]c1=O
 : 9.4*, i, 10, i, i, i, i, i, -0.2, i, i
CCOC(=O)Cn1ccc(-c2ccccc2)c(C#N)c1=O
 : i, i, 13, i, i, i, i, i, 0.7, i, i
CCn1c(SCc2ccc(C)cc2)nnc1-c1nn(-c2ccccc2)ccc1=O
 : i, i, 16, i, i, i, i, i, -0.7, i, i
CC(=O)N(C(C)=O)c1ncnc2c1c(-c1ccc(Cl)cc1)nn2C(C)(C)C
 : i, i, 10, i, i, i, i, i, 0.1, i, i
CCN(CC)S(=O)(=O)c1cc(NC(=O)CCCOc2ccc(C(C)=O)cc2)ccc1C
 : i, i, 78, i, i, i, i, i, -0.4, i, i
CN(CC(=O)Nc1ccccc1Cl)C(=O)CSc1nc2ccccc2s1
 : i, i, 18, i, i, i, i, i, -0.2, i, i
C=CCOc1c(Cl)cc(CNCCC)cc1Cl
 : i, i, -6, i, i, i, i, i, -0.5, i, i
O=C1ON=C(c2ccccc2)/C1=C/c1ccco1
 : i, i, 37, i, i, i, i, i, -0.1, i, i
Cc1sc2nc(CN(C(=O)NC3CCCCC3)C3CCCC3)[nH]c(=O)c2c1C
 : i, i, 2, i, i, i, i, i, -0.2, i, i
CCc1ccc2nc3sc(C(=O)N4CCc5ccccc54)c(N)c3cc2c1
 : i, i, 24, -7.7*, i, i, i, i, 0.1, i, i
O=C(NC12CC3CC(CC(C3)C1)C2)c1cc(F)c(F)c(F)c1F
 : 6.6*, i, -2, i, i, i, i, i, -0.5, i, i
O=C(CCN1C(=O)COc2ccccc21)NCc1cccs1
 : i, i, 22, i, i, i, i, i, 0.0, i, i
COc1ccc(NC(=O)c2ccc3nc[nH]c3c2)c(OC)c1
 : i, i, 13, i, i, i, i, i, -0.5, i, i
CC(=O)N1CCN(c2ccccc2NC(=O)COc2cc(C)cc(C)c2)CC1
 : i, i, 6, i, i, i, i, i, 0.1, i, i
O=C(NCc1cccnc1)/C(=C\c1ccc(-c2ccc(Br)cc2)o1)S(=O)(=O)c1ccccc1
 : i, i, 19, i, i, i, i, i, -1.9, i, i
CC(/C=N/NC(=O)c1ccncc1)=C\c1ccc(C(C)C)cc1
 : i, i, 1, i, i, i, i, i, 2.2, i, i
CCNC(=S)N(Cc1cc2cc(C)ccc2[nH]c1=O)C1CCCC1
 : i, i, 5, i, i, 12*, i, i, 0.2, i, i
CC(CCn1cccn1)NC(=O)c1cc(COc2ccc(F)cc2Cl)on1 (configuration not stated)
 : i, i, 12, i, i, i, i, i, -0.4, i, i
Cc1nnc(SCC(=O)NC2CCCCC2)n(N)c1=O
 : i, i, 17, i, i, i, i, i, 0.2, i, i
CCCN(c1ccc(OCC)cc1)S(=O)(=O)c1ccc2c(c1)NC(=O)CO2
 : i, i, 8, i, i, i, i, i, 0.0, i, i
O=C(Nc1cccnc1)c1coc(=O)c2ccccc12
 : i, i, 14, i, i, i, i, i, -0.5, i, i
Cc1ccc([N+](=O)[O-])cc1NC(=O)CCc1ccccc1
 : i, i, 19, i, i, i, i, i, 0.1, i, i
O=C(c1ccc(Cl)cc1Cl)N1CCC(c2nc3c(nnn3Cc3ccco3)c(=O)[nH]2)CC1
 : i, i, 5, i, i, i, i, i, -0.4, i, i
COCCCn1c(C2CCCCC2)nc2oc3cc(OC)ccc3c(=O)c2c1=O
 : i, i, 28, i, i, i, i, i, -0.6, i, i
COc1cc(/C=C2\C(=N)N3N=C(C(C)C)SC3=NC2=O)ccc1OCCOc1ccc(NC(C)=O)cc1
 : 14*, i, 42, i, i, i, i, i, 3.2, i, i
CC(=O)c1ccc(C(=O)N(C)C2CCCN(Cc3ccccc3F)C2)s1 (configuration not stated)
 : i, i, 12, i, i, i, i, i, -0.9, i, i
O=C(NCc1ccccc1)C(c1cccnc1)N(C(=O)c1ccccn1)c1ccccc1F (configuration not stated)
 : i, i, 31, i, i, i, i, i, -0.2, i, i
COC(=O)c1cccc(NC(=O)Cn2cnc3ccccc3c2=O)c1
 : i, i, -94*, i, i, i, i, i, -0.1, i, i
CC(C)(CO)Nc1ncnc2onc(-c3ccc(F)cc3)c12
 : i, i, 18, i, i, i, i, i, -0.1, i, i
CN(Cc1ccc(F)cc1)C(=O)c1cccc(S(=O)(=O)N2CCN(Cc3ccccc3)CC2)c1
 : i, i, 21, i, i, i, i, i, -3.5, i, i
C=CCNC(=O)CC1C(=O)NCCN1Cc1c(F)cccc1Cl (configuration not stated)
 : i, i, 9, i, i, i, i, i, -0.3, i, i
Cc1ccc(C(=O)C2CCN(S(=O)(=O)c3c(C)noc3C)CC2)cc1
 : i, i, 29, i, i, i, i, i, 0.7, i, i
CCOC(=O)C1=C(C)N=c2s/c(=C\c3ccc(C(=O)O)cc3)c(=O)n2C1c1ccc(OC)cc1OC (configuration not stated)
 : i, i, 22, i, i, i, i, i, -0.3, i, i
Cc1cccc(NC(=O)CSc2nnc(C)c(=O)n2N)c1
 : i, i, 9, i, i, i, i, i, -0.2, i, i
O=[N+]([O-])c1cc(/C=N/O)ccc1Oc1cccc(Cl)c1
 : i, i, -7, i, i, i, i, i, 0.4, i, i
CC(C)Oc1ccc(C(=O)O)cc1
 : i, i, 16, i, i, i, i, i, 0.7, i, i
CS(=O)(=O)c1ccc(C(=O)NCCN2C(=O)S/C(=C\c3cccnc3)C2=O)cc1[N+](=O)[O-]
 : i, i, 2, i, i, i, i, i, -0.5, i, i

(more compounds)
Below each SMILES – MrgX1 PAM, PolyA inh, AI-2 QS modul, MrgX1 antagonist, TRPC4 agonist, TRPC4 PAM, TRPC6 inh, TRPC6 act, HIF act, MrgX1 agonist, TRPC4 inh
Cn1c(CSCc2ccc(Cl)cc2)n[nH]c1=S
 : i, i, -24, i, i, i, i, i, 0.2, i, i
CC(C)Cn1cc(C(=O)NCc2cccs2)c2c3ccccc3n(C)c2c1=O
 : i, i, 29, i, i, i, i, i, -0.1, i, i
CSc1ccccc1NC(=O)C1=COCCO1
 : i, i, 18, i, i, i, i, i, -6.1, i, i
CC(NC(=O)c1cc(F)c(F)c(F)c1F)c1ccc(-n2ccnc2)cc1 (configuration not stated)
 : i, i, 8, i, i, i, i, i, -0.2, i, i
CC(C)COc1ccc(C(=O)Nc2sc3c(c2C(=O)O)CC(C)(C)OC3)cc1
 : i, i, -12, i, i, i, i, i, -0.3, i, i
CN(C)S(=O)(=O)c1ccc(NC(=O)CCNC(=O)c2ccco2)cc1
 : i, i, 11, i, i, i, i, i, 1.0, i, i
NC(=O)CC(NC(=O)c1ccc(Br)cc1)c1ccc(N2CCCCCC2)c([N+](=O)[O-])c1 (configuration not stated)
 : i, i, -5, i, i, i, i, i, 0.3, i, i
